HER2 expr 66K = inhibitors of Her2 protein expression, primary screen, SKBR-3 cells, AlphaScreen, 66K library | actives 0.69% (n = 65,000) | SKBR-3 HER2 protein level, 18-24 h; stronger effect = lower value | Receptor tyrosine-protein kinase erbB-2 (Homo sapiens), P04626 | HER2 level % of control, % at 10 µM;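 active means HER2 level under 5% of the carrier-only control; inconclusive means no clear call, values can overlap the other calls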;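 further: 100% = DMSO carrier and 0% = 500 nM PU-H71 HSP90 inhibitor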
CatS inh = inhibitors of human cathepsin S, biochemical, compound mixtures | actives 0.06% (n = 62,000) | inhibition, %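 (tested at 5 µM per compound within 10-compound mixtures)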 | AID 501, 2006 | recombinant cathepsin S, AMC dipeptide fluorescence, pooled mixtures | P25774; in the data active means inhibition above about 32%, passing the limit was not always enough; inconclusive means no clear call, values can overlap the other calls;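 further: 0% = enzyme without compound and 100% = blank without enzyme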
Target sequence (P25774 115-331 limits assumed): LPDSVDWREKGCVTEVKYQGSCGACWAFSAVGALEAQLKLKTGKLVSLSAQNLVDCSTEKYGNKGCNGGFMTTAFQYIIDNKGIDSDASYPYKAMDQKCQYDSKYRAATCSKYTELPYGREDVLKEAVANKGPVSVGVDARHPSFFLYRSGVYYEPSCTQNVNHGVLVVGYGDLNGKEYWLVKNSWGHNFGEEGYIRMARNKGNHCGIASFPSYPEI
Cathepsin G inh = human cathepsin G inhibitors, primary screen, biochemical, pooled compound mixtures, AMC fluorescence; P08311; purified enzyme, AMC-tetrapeptide fluorescence; inhibition, % at 5 µM (by protocol); actives 0.2% (n = 62,000);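 active means inhibition above 20% in each of the two mixture wells holding the compound; inactive means inhibition of 20% or less in either well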;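 further: 0% = enzyme control without mixture and 100% = blank lacking enzyme; strong numbers were not always called active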
Target sequence (P08311 21-244 limits assumed): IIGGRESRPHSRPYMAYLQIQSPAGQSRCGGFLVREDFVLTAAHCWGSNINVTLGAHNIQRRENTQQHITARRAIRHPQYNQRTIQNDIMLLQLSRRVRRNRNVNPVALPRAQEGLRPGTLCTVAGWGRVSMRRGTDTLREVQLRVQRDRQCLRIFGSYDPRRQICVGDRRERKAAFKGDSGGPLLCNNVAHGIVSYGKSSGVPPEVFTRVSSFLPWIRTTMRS
C1s inh = complement C1s protease inhibitors, primary screen, biochemical, 10-compound mixtures. AID 538, 2006. actives 0.16% (n = 62,000). purified C1s, fluorogenic AMC substrate, pooled mixtures. mean inhibition % of two 10-compound mixtures (stronger effect = higher value), % at 5 µM (by protocol);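 active means inhibition above 20% in each of the two 10-compound mixture wells holding the compound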;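 further: 0% = enzyme wells lacking compound mixture and 100% = no-enzyme blank wells; some compounds called inactive have numbers as strong as hits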
CatB mixtures = cathepsin B inhibitors from pooled compounds, primary screen, biochemical, compound mixtures, AMC fluorescence; P07858; Purified cathepsin B, AMC dipeptide fluorescence; inhibition, %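 (ten-compound pools at 5 µM per compound and 50 µM total)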; actives 0.06% (n = 62,000); AID 488, 2006; in the data active means inhibition above about 22%, passing the limit was not always enough; inconclusive means no clear call, values can overlap the other calls;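 further: 0% = enzyme without compound and 100% = no enzyme blank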
CatL inh = inhibitors of human cathepsin L, biochemical; Procathepsin L (Homo sapiens), P07711; purified cathepsin L, fluorogenic substrate, fluorescence; inhibition, %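 (tested at 10 µM)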; actives 0.17% (n = 58,000); in the data active means inhibition above about 45%;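 further: 0% = enzyme with no compound and 100% = no enzyme blank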
Target sequence (P07711 114-288 limits assumed): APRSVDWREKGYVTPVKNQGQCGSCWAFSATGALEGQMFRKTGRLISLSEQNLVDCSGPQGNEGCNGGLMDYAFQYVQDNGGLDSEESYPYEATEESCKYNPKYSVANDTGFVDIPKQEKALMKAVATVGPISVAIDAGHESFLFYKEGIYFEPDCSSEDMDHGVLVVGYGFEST
Target sequence (P07711 292-333 limits assumed): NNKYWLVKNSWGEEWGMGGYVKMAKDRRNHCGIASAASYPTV
ROCK2 blocker = inhibitors of human ROCK2 kinase, primary screen, biochemical, high-throughput, luminescence; AID 604, 2007; purified ROCK2, Kinase-Glo ATP depletion luminescence; actives 0.35% (n = 60,000); inhibition, % at 6 µM;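 active means inhibition above the screen-wide mean inhibition plus 3 SD, cut at about 18% in these data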;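 further: plate controls were DMSO wells for no effect and Y-27632 control wells after no-enzyme background subtraction for full effect; many of its hits are not listed in these tables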
CatB inh = human cathepsin B inhibitors, primary screen, biochemical, fluorogenic substrate | purified cathepsin B, fluorescence | P07858 | actives 0.1% (n = 63,000) | inhibition, %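 (tested at 10 µM)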; in the data active means inhibition above about 21%;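 further: 0% = enzyme with no compound and 100% = no enzyme blank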
PKA kinase inh = inhibitors of human PKA kinase activity, primary screen, biochemical, ATP-depletion luminescence, Kemptide substrate; inhibition, % at 6 µM; actives 0.1% (n = 65,000); AID 524, 2006; PKA Kemptide phosphorylation, Kinase-Glo ATP luminescence;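 active means inhibition above the screen-wide mean inhibition plus 3 SD, cut at about 21% in these data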; further: many of its hits are not listed in these tables
Starred values were filed as active, the others as inactive; ? = inconclusive; . = no result given; & = joins results of further samples.

compound	CatB mixtures	CatS inh	ROCK2 blocker	C1s inh	PKA kinase inh	Cathepsin G inh	CatL inh	HER2 expr 66K	CatB inh
Cc1nonc1-c1nc(-c2nonc2N)n[nH]1	22*	20	-1	-1	-5	0	23	122	12
CN=C(SCc1cc2c(cc1Cl)OCO2)c1c(O)n(C)c(=O)n(C)c1=O	7	-4	4	2	4	3	4	98	0
CC1(C)CSC(Nc2ccc(F)c(Cl)c2)=N1	0	-3	.	6	-5	3	.	108	-1
CCCCOCCCn1c(N)c(C(=O)OC(C)COC)c2nc3ccccc3nc21 (centres undefined)	.	.	0	.	0	.	-447	63	-11
Fc1ccc2c(c1)nnn2C1CCN(Cc2ccccc2)CC1	5	-2	4	-9	0	1	-4	104	-4
C[N+]12CCC(CC1)C(C#N)(N1CCOCC1)C2 (centres undefined)	5	-2	4	19	4	11	1	109	0
O=C1OCCC1NC1=NCCC1 (centres undefined)	2	9	2	6	5	3	2	70	3
Cc1[nH]c2c(C(F)(F)F)cccc2c1CCN	7	1	-1	3	-2	11	-5	57	2
CCOC(=O)c1[nH]c(C)c(C(=O)N2CCC3(CC2)OCCO3)c1C	2	43	6	12	5	8	2	104	2
Cc1cc(C(=O)N2CCC3(CC2)OCCO3)cs1	0	12	-3	1	-3	1	16	79	4
CN(C)C(=O)Oc1ccc(C(=O)c2ccccc2)cc1	1	-3	5	3	10	6	.	102	5
O=C1c2ccccc2C(=O)N1Cc1nc2ccccc2c(=O)n1-c1ccccn1	-10	-13	0	-203	-2	-15	14	93	1
CCN(CC)CCN=Cc1c(O)n(CCC2=CCCCC2)c(=O)[nH]c1=O	1	13	1	-7	5	2	-1	87	6
C[C@H]1OC[C@@H](C[N+](C)(C)C)O1	6	-2	-7	12	-14	10	4	117	0
CC(=NCCO)c1c(O)n(C)c(=O)n(C)c1=O	.	.	4	.	3	.	5	76	10
CC12CN3CC(C)(CN(C1)C3c1cccs1)C2 (centres undefined)	2	-10	1	-5	-2	7	-10	82	-1
CC12CN3C(O)C(C)(C1)CC(C)(C2)C3O (centres undefined)	4	1	-5	-6	-1	-2	14	100	10
CCCOC(=O)COc1cc(C)cc2oc(=O)c3c(c12)CCC3	3	-6	4	-2	10	10	-23	130	1
CCN(CC)C(=O)c1ccc(NC(=O)CSc2nnnn2-c2cc(OC)ccc2OC)cc1	-1	-1	7	6	16	-6	2	134	0
Cc1cc(N)n(C2CCN(C)CC2)n1	-1	12	4	-6	7	0	10	91	2
O=C(Cn1ncc2c3ccccc3n(Cc3cccc(Cl)c3)c2c1=O)N1CCC2(CC1)OCCO2	-1	-7	4	-19	5	-8	6	94	3
Cc1cccnc1-n1c(-c2ccco2)nc2ccccc2c1=O	3	-6	4	20	-1	7	-8	87	3
O=c1c2ccccc2nc(CN2CCOCC2)n1-c1ccccc1F	-2	7	-5	-9	-1	19	4	86	-1
Cn1c(O)c(C=NCCOc2ccc(Cl)cc2)c(=O)n(C)c1=O	-2	13	-3	-7	-2	-1	18	82	-3
CSC(=Nc1ccccc1)c1c(O)n(C)c(=O)n(C)c1=O	-9	-3	6	-76	9	1	4	134	0
C=CCOC(=O)COc1cc(C)cc2oc(=O)c3c(c12)CCC3	-2	7	-1	-28	-3	3	-14	105	-2
COCCOC(=O)c1c(N)n(Cc2ccc(OC)cc2)c2nc3ccccc3nc12	-3	-4	4	-44	9	-21	-63	117	-5
CC(C)Cc1[nH]c(=O)c(C#N)c2c1CCC2	.	.	-11	.	2	.	-13	122	1
Cn1c(O)c(C=NC2CCN(Cc3ccccc3)CC2)c(=O)n(C)c1=O	.	.	-4	.	4	.	33	118	2
O=C(c1cccs1)C1CN2CCC1CC2 (centres undefined)	4	13	8	0	8	-7	-1	89	6
Cc1[nH]c2c(Cl)cccc2c1CCN	5	-2	-7	12	-3	12	12	107	3
CCOP(=O)(C#CC(C)(C)C)C1(O)CCCCC1 (centres undefined)	-2	0	1	-59	6	-15	-2	111	-1
Cc1ccc(CC2C(=O)N(C)C(=O)N(C)C2=O)s1	1	6	-2	-1	5	-2	-1	99	4
CCN1CCN(Cc2ccc(C)cc2C)CC1	-1	0	1	-20	-5	-3	.	85	.
C=CCn1c(O)c(C(C)=Nc2ccc(N(CC)CC)cc2)c(=O)[nH]c1=O	1	7	3	-24	5	-18	8	60	2
CN1CCN(C(=O)COc2ccc(-c3nc4ccccc4s3)cc2)CC1	-1	6	.	-2	-4	-4	8	60	2
O=C(c1cc2c(s1)CCCCCC2)N1CCC2(CC1)OCCO2	-5	11	0	-11	-2	-3	-7	103	-1
CC(=NCCCN1CCCCC1)c1c(O)n(Cc2ccccc2)c(=O)[nH]c1=O	5	9	4	15	0	12	3	57	3
CC12CNCC(C)(CNC1)C2O (centres undefined)	4	-5	1	-29	-6	7	-2	76	1
CC(C(=O)c1c[nH]c2ccccc12)N1CCc2ccccc2C1 (centres undefined)	3	-5	4	6	-2	1	-6	65	-5
Cc1ccc(P(=S)(c2ccc(C)o2)N2CCOCC2)o1	7	21	-6	3	0	1	0	105	2
COc1ccccc1-n1c(-c2ccoc2)nc2ccccc2c1=O	2	18	5	3	8	1	4	102	6
CC1(c2ccccc2)NCCN2C(=O)CSC21 (centres undefined)	0	-4	6	12	2	11	1	90	4
Cc1cccc(-n2c(-c3ccco3)nc3ccccc3c2=O)n1	3	12	6	-19	7	-15	1	73	1
CC(C)(C)C(O)C(Oc1ccc(Cl)cc1)n1cncn1 (centres undefined)	10	19	-2	-7	1	3	-1	91	-4
COc1cc2c(cc1OC)-c1c(OC)c(OC)cc3c1C(C2)N(C)CC3 (centres undefined)	20	?	6	-5	10	-5	14	87	27*
COP(=S)(OC)SCN1C(=O)c2ccccc2C1=O	1	10	0	-1	-5	0	4	91	-3
CN(C)P(=O)(C(Cl)=C(N1CCCCC1)N1CCCCC1)N(C)C	3	-4	0	0	9	-1	-2	131	0
C=Cn1ccnc1P(=S)(c1ccn(C)c1)c1nccn1C=C	-3	-4	.	-121	3	-9	4	159	0
O=c1[nH]c(=O)n(CCC2=CCCCC2)c(O)c1C=NCCCn1ccnc1	4	8	-1	9	2	9	22	82	3
CCCCNC(=O)c1c(N)n(CCCOC)c2nc3ccccc3nc12	6	8	.	-11	-3	-5	-117	86	2
Fc1cccc(F)c1CN1CCN(Cc2c(F)cccc2F)CC1	-1	-13	1	-24	7	6	9	71	3
O=C1CC(C(=O)N2CCC3(CC2)OCCO3)CN1CCc1ccccc1 (centres undefined)	2	1	2	-1	6	-3	0	106	-3
COc1ccc(C(=O)N2CCCC2=O)cc1	8	0	1&-2	-2	-4&-4	1	9	88&91	0
CCOC(=O)C(O)(c1ccc(N(CC)C(=O)OC)cc1)C(F)(F)F (centres undefined)	3	7	3	-115	5	-7	10	104	2
COc1cc(CN2C(=O)NC(=O)C3(Cc4cc(C)ccc4N(C)C3)C2=O)cc(OC)c1 (centres undefined)	-13	-21	-1	-207	2	-15	13	93	1
CCCCn1c(O)c(C=NCCCN(CC)CC)c(=O)[nH]c1=O	-8	-4	4	-73	4	-8	22	84	4
C=COCCn1c(C)c(C(=O)OCC)c2cc(O)ccc21	-4	2	0	0	-2	4	-1	94	0
COc1ccc(NC(=O)CN2C3CCC2CC(O)(c2cccnc2)C3)cc1OC (centres undefined)	-1	10	-5	0	-7	5	0	69	2
CCOC(=O)c1cc(C)n(CCc2cnc[nH]2)c1C	.	.	3	.	4	.	-2	102	-5

As entered above.
For C1s inh, CN(C)P(=O)(C(Cl)=C(N1CCCCC1)N1CCCCC1)N(C)C is entered as 0
For HER2 expr 66K, CC1(c2ccccc2)NCCN2C(=O)CSC21 (centres undefined) is entered as 90
For ROCK2 blocker, Cc1[nH]c2c(Cl)cccc2c1CCN is entered as -7
For PKA kinase inh, Fc1cccc(F)c1CN1CCN(Cc2c(F)cccc2F)CC1 is entered as 7
For HER2 expr 66K, COc1cc(CN2C(=O)NC(=O)C3(Cc4cc(C)ccc4N(C)C3)C2=O)cc(OC)c1 (centres undefined) is entered as 93

(more compounds)
compound	CatB mixtures	CatS inh	ROCK2 blocker	C1s inh	PKA kinase inh	Cathepsin G inh	CatL inh	HER2 expr 66K	CatB inh
CCOC(=O)c1cncn1C(C)c1ccccc1 (centres undefined)	4	-5	.	16	5	9	-3	94	2
CCN(CC)CCCN=C(C)c1c(O)n(C2CCCCC2)c(=O)[nH]c1=O	0	13	4	12	8	10	20	56	4
Cc1ccccc1-c1nc(CS(=O)CC(=O)N2CCC3(CC2)OCCO3)c(C)o1 (centres undefined)	1	0	2	-1	5	7	0	122	4
C=C(C)CSc1nnc([C@@H](N)Cc2c[nH]c3ccccc23)o1	-4	1	5	-9	2	9	.	87	3
CN(C)[C@@H]1C(=O)C(C(N)=O)=C(O)[C@@]2(O)C(=O)C3=C(O)c4c(O)ccc(Cl)c4[C@@](C)(O)C3C[C@@H]12 (some centres undefined)	-2	1	6	-4	1	2	-3	104	-1
CCN(CC)CCCN=Cc1c(O)n(CCc2ccc(F)cc2)c(=O)[nH]c1=O	-4	1	6	10	9	22	-5	151	1
CCC1(CC)C(=O)NC(=NCCc2c[nH]c3ccccc23)NC1=O	1	-2	-3	-30	-6	6	-1	78	1

Given with two lines to a compound: entries from further up.
Every second line gives: CatB mixtures | CatS inh | ROCK2 blocker | C1s inh | PKA kinase inh | Cathepsin G inh | CatL inh | HER2 expr 66K | CatB inh
CCN(CC)CCCN=C(C)c1c(O)n(C2CCCCC2)c(=O)[nH]c1=O
 : 0 | 13 | 4 | 12 | 8 | 10 | 20 | 56 | 4
Cc1ccccc1-c1nc(CS(=O)CC(=O)N2CCC3(CC2)OCCO3)c(C)o1 (centres undefined)
 : 1 | 0 | 2 | -1 | 5 | 7 | 0 | 122 | 4
C=C(C)CSc1nnc([C@@H](N)Cc2c[nH]c3ccccc23)o1
 : -4 | 1 | 5 | -9 | 2 | 9 | . | 87 | 3
CN(C)[C@@H]1C(=O)C(C(N)=O)=C(O)[C@@]2(O)C(=O)C3=C(O)c4c(O)ccc(Cl)c4[C@@](C)(O)C3C[C@@H]12 (some centres undefined)
 : -2 | 1 | 6 | -4 | 1 | 2 | -3 | 104 | -1
CCN(CC)CCCN=Cc1c(O)n(CCc2ccc(F)cc2)c(=O)[nH]c1=O
 : -4 | 1 | 6 | 10 | 9 | 22 | -5 | 151 | 1
CCC1(CC)C(=O)NC(=NCCc2c[nH]c3ccccc23)NC1=O
 : 1 | -2 | -3 | -30 | -6 | 6 | -1 | 78 | 1

Assay outcomes: PubChem BioAssay, several laboratories

Some of the compounds tested; count on the stated rates, not on these rows.
